From PubChem
AddAB inh: less growth of phage-infected E. coli with AddAB | inhibition, % at 11.9 µM | hit rate 0.29% among 330,000 | E. coli expressing H. pylori AddAB, absorbance growth | AID 435030; in the data active = inhibition above about 12%;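 note: 0% = vehicle wells of infected cells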
OPRM1-OPRD1 ag: agonists of human mu-delta opioid receptor heterodimerization. P35372+P41143. cells, OPRM1-OPRD1 heterodimerization, luminescence. activation, % at 9.3 µM. hit rate 0.3% among 340,000; in the data active = activation above about 18%;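 note: 0% = vehicle-treated cells and 100% = reference agonist; values of inactives mirror those of a sister screen read the other way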
Target sequence (P35372 whole entry, looked up): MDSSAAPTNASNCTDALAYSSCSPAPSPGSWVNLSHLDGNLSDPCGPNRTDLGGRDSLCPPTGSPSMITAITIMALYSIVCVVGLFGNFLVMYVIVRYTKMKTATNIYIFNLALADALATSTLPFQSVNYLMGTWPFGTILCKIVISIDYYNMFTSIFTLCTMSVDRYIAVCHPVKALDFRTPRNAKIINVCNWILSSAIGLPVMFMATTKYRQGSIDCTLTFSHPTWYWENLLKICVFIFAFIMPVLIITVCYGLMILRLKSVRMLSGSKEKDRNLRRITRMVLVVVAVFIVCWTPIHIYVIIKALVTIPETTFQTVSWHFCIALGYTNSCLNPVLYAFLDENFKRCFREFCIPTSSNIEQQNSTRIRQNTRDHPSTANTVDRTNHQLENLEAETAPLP
Target sequence (P41143 whole entry, looked up): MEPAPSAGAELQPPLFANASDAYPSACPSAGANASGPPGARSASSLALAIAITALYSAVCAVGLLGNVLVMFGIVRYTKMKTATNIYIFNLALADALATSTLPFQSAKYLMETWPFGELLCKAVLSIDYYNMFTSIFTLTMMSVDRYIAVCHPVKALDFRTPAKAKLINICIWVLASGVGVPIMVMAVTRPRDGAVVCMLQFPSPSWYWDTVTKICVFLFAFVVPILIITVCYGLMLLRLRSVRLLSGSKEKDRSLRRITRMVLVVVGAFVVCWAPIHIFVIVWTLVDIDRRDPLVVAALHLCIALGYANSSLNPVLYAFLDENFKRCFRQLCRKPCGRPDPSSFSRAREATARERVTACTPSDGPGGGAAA
phage Ecoli inh: E. coli growth loss with phage present | growth absorbance | inhibition, % at 11.9 µM | hit rate 0.26% among 360,000 | AID 651602; in the data active = inhibition above about 11%
Tat export inh: inhibitors of E. coli Tat protein transport | inhibition, % at 10 µM | hit rate 0.036% among 340,000 | E. coli MC4100 TorA-mCherry Tat export, fluorescence;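 active = mean replicate inhibition at least 50% and at least half of replicates individually reaching 50%; inconclusive = only one of the two criteria met; inactive = neither criterion met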;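 note: exported cargo escapes ClpAP degradation while cytoplasmic cargo is degraded and loses fluorescence; 0% = median of neutral control wells and 100% = median of NaSCN control wells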
PfHsp90 set2: growth inhibition of yeast expressing Plasmodium Hsp90 | S. cerevisiae expressing PfHsp90, BacTiter-Glo ATP, 48 h; yeast lacking PDR1 and PDR3 efflux regulators | inhibition, % at 9.4 µM | AID 504621 | hit rate 0.32% among 310,000;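 active = every replicate shows inhibition above about 80%, whatever the replicate mean, limit read from the data; inconclusive = mean inhibition reaches the set limit but some replicate falls short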;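 note: 0% = DMSO neutral controls and 100% = 20 µM radicicol positive controls; yeast relying on Plasmodium falciparum Hsp90 in place of its own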
PKA-R2B activ: activates the human PKA-R2B holoenzyme complex; activation, % at 11.4 µM; hit rate 0.079% among 340,000; PKA-R2B holoenzyme dissociation, Cy5-IP20 fluorescence polarization; R2B truncated from residue 108, S112A mutant; 0% DMSO only, 100% 113 µM cGMP; AID 504700;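 active = activation above a cutoff set at the mean over all compounds plus 3 SD, cut at about 18% in these data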;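 note: higher means more holoenzyme dissociation and a rise in polarization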
MOR-DOR inv ag: mu-delta opioid heterodimer inverse agonism; hit rate 0.21% among 340,000; inhibition, % at 9.3 µM; cell-based MOR-DOR heterodimer luminescence; AID 504357; P35372+P41143; in the data active = inhibition above about 22%, passing the limit was not always enough;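 note: 0% = cells with DMSO and 100% = wells without cells with DMSO; values of inactives mirror those of a sister screen read the other way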
PKA-R1A activ: PKA-R1A complex activation. PKA-R1A dissociation, Cy5-IP20 fluorescence polarization; scaled: DMSO 0%, 113 µM cGMP 100%. activation, % at 11.4 µM. hit rate 0.083% among 340,000;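 active = percent activation above the mean of all tested compounds plus 3 SD, cut at about 19% in these data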;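 note: higher means more PKAc released from R1A so a rise in polarization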
HTR5A inv ag: counter-screen for OPRM1-OPRD1 inverse agonists: human HTR5A inverse agonism; HTR5A cell line, luminescence; inhibition, % at 9.3 µM; hit rate 0.083% among 340,000; AID 504634; in the data active = inhibition mostly above about 23%, no sharp cut-off; inactive = mostly below about 18%;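 note: 0% = cells with DMSO and 100% = no-cell wells with DMSO; some compounds called inactive have numbers as strong as hits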
SUMO Mot1 rescue: SUMOylation pathway inhibition by Mot1-301 growth rescue; S. cerevisiae Mot1-301 growth rescue, ATP luminescence, 38.5C; percent above DMSO median, 100 means doubled; growth rescue, % at 18.8 µM; hit rate 1% among 320,000;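 active = every valid replicate shows activation above 250% relative to neutral control wells; inactive = the rest, any valid replicate at or below 250%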;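 note: OY570 slx delta 5 strain wells were the positive control but not used for scaling; some compounds called inactive have numbers as strong as hits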
E coli growth: bacterial growth inhibition, counter-screen for AddAB inhibitors | E. coli V3065 growth, OD600 absorbance, 18 h | inhibition, % at 11.9 µM | hit rate 0.27% among 330,000 | AID 449728;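 active = inhibition above the campaign's mean inhibition across all tested compounds plus 3 SD, cut at about 9.9% in these data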;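 note: uninfected addAB+ strain grown without phage in ampicillin broth; 0% = DMSO wells and 100% = ciprofloxacin 0.95 µg/ml wells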
An asterisk follows results filed as active; ? = inconclusive; nt = not tested or not shown.

SMILES	AddAB inh	OPRM1-OPRD1 ag	phage Ecoli inh	Tat export inh	PfHsp90 set2	PKA-R2B activ	MOR-DOR inv ag	PKA-R1A activ	HTR5A inv ag	SUMO Mot1 rescue	E coli growth
CCOc1ccccc1CN1CCN(C2CCN(c3ccccc3F)CC2)CC1CCO (stereo not given)	-2.2	4.4	5.4	3	-2	10	-32	-6	-28	7	-0.5
COc1cc(OC)cc(C(=O)N2CCN(Cc3ccccc3[N+](=O)[O-])CC2)c1	2.7	2.4	-1.6	-8	14	3	-14	6	-2	10	-0.9
COc1ccc(NC(=O)CCC(=O)c2ccc(F)cc2)cc1	nt	-1.4	0.5	4	-11	0	7	-11	15	nt	nt
C=CCn1c(SCC(=O)NC)nc2sc3c(c2c1=O)CCC3	1.0	-2.9	2.1	-5	7	7	17	-9	2	96	-0.4
Cc1nnc(SCC(=O)NC2CCCC2)n1C(C)C	0.9	-1.4	2.7	-1	-1	7	7	-3	-2	-4	0.5
CC(C)(C)c1ccc(C(=O)Nc2cccc3ncccc23)cc1	-0.3	0.3	1.6	-3	10	-2	-1	3	7	-12	1.3
CC(=O)Nc1ccc(S(=O)(=O)N2CCN(CCCOc3cc(C)ccc3C)CC2)cc1	-0.4	4.8	0.9	-3	-6	-13	-27	1	1	3	-0.7
c1ccc2cc(OCCOCCOc3ccc4ccccc4c3)ccc2c1	2.8	-2.2	2.1	-2	2	-5	12	-10	-13	-19	-1.0
Cc1ccc([N+](=O)[O-])cc1N=C(c1cccc([N+](=O)[O-])c1)N1CCOCC1	-0.8	-1.8	0.3	-3	22	1	9	-2	18	-4	0.5
O=C(CCS(=O)(=O)c1ccc(Cl)cc1)NC1CCCC1	-2.2	-3.2	-2.2	-1	-9	1	13	-6	17	7	-2.8
COc1ccc(-c2cc(-c3ccc(C)cc3)n[nH]2)c(O)c1	5.7	1.5	5.0	0	1	6	-7	-8	-16	32	5.5
Cc1cc(C)c(S(=O)(=O)N2CCCOC2CNC(=O)C(=O)NCCc2c[nH]c3ccccc23)c(C)c1 (stereo not given)	1.1	3.7	-1.9	-1	0	-1	-19	-9	-16	-1	-0.8
CC1CCCC(NC(=O)Cn2cc3c(n2)CCCCC3)C1C (stereo not given)	2.7	1.6	1.7	-3	-7	-5	-8	-4	13	-20	0.9
CN1CCN(NC(=O)/C=C/c2ccc(Br)cc2)CC1	-1.1	-3.8	2.6	-1	-1	1	19	1	1	22	-2.4
CSCc1ccc(C(=O)N2CCC(N3CCC(C(=O)NC(C)C)CC3)CC2)o1	3.2	0.3	3.0	2	3	-4	-1	-3	10	10	0.8
COc1ccc(-c2nc(N)n(C(=O)c3ccco3)n2)cc1	4.5	-2.1	2.3	-7	10	-3	10	-1	12	143	2.0
COCCCC1CCN(Cc2nc(Cc3ccccc3Cl)no2)CC1	0.9	3.6	1.6	-10	4	-8	-26	4	1	8	-0.8
O=S(=O)(c1cc(Cl)ccc1Br)N1CCOCC1	3.7	-2.6	2.3	-6	10	-2	15	7	4	342	0.6
Cc1ccc(-c2nnc(Sc3nc4ccccc4o3)c3ccccc23)cc1	-3.0	1.9	1.7	7	10	3	-11	5	-8	12	-3.4
N#Cc1ccc(N2Cc3ccccc3C2=NC(=O)c2cccs2)cc1	1.3	-3.0	4.4	-6	1	-3	16	-11	-12	86	-0.8
COc1ccc(-c2nnn(CC(=O)c3c[nH]c4ccccc34)n2)cc1OC	3.8	-0.8	1.2	4	-8	-6	4	9	-42	12	1.1
CN(C)N1C(=O)CC(C)(c2ccc([N+](=O)[O-])cc2)C1=O (stereo not given)	2.0	-3.8	1.8	-12	-35	-11	21	-14	1	-2	0.0
CCC/C=N/Nc1nc2ccccc2s1	1.0	2.2	3.4	-23	-2	-6	-14	-5	-8	9	0.0
COc1cccc(/C=N/NC(=O)C(=O)N2CCCC2)c1OC	2.6	-0.5	2.6	-1	-10	4	3	-1	-17	-19	1.3
CCOc1cc2[nH]c(=S)n(C(C)C)c(=O)c2cc1OCC	-1.4	1.6	0.9	-2	2	-13	-8	3	-9	-2	-3.2

Additional records.
SMILES	AddAB inh	OPRM1-OPRD1 ag	phage Ecoli inh	Tat export inh	PfHsp90 set2	PKA-R2B activ	MOR-DOR inv ag	PKA-R1A activ	HTR5A inv ag	SUMO Mot1 rescue	E coli growth
COCCN1C(=O)c2ccccc2C(C(=O)NCC2CCCO2)C1c1c[nH]c2ccccc12 (stereo not given)	3.4	-2.4	-2.2	-1	-3	-3	11	-6	12	-25	-0.4
Cc1ccc2nsnc2c1S(=O)(=O)Nc1ccccc1C(=O)O	1.2	-3.4	0.7	-7	6	4	17	1	-9	-5	-1.6
Cc1cc(C(=O)Nc2cc(C)n(Cc3ccc(Cl)cc3)n2)no1	3.3	0.6	3.4	3	-5	-11	-3	1	-2	9	-1.4
Cn1cnnc1SCC(=O)c1ccco1	-0.3	-2.1	-0.2	2	-6	-6	12	-5	-6	-32	2.4
COc1ccc(CC(=O)NCC2CCCN(Cc3ccc(OC(F)(F)F)cc3)C2)cc1 (stereo not given)	-2.5	-2.2	-0.7	-4	6	9	11	-2	11	3	-1.6
O=C(CSc1nnc(C2CC2)n1CC1CCCO1)Nc1cccc(Cl)c1 (stereo not given)	7.4	-0.3	1.4	1	-12	-3	2	0	9	-1	-0.7
O=C(NCC1CCN(Cc2ccccc2F)CC1)Nc1ccccc1F	0.3	-0.4	-13	3	-13	2	2	15	2	532	-0.6
Cc1ccc(NC(=O)c2cccc(S(=O)(=O)N3CCCC3)c2)nc1	4.2	-1.1	2.9	5	-10	12	7	2	17	147	1.4
CC(C)c1ccc(OCC(=O)NC2CC(C)(C)NC(C)(C)C2)c(Br)c1	1.1	2.5	-0.4	-2	-9	-1	-10	0	-9	18	-3.1
COc1cc(C(=O)Oc2cccc(C=O)c2)cc(OC)c1OC	3.3	0.0	2.8	5	-23	-4	0	-4	-4	0	-0.4
COC(=O)c1[nH]nc2c1C(=O)N(C1CCCCC1)C2=O	4.1	-3.0	2.7	-4	-16	-13	12	7	-10	5	2.2
COc1ccc(/C=N/N=C2/NC(=O)C(c3ccccc3)S2)c(OC)c1 (stereo not given)	2.2	3.7	2.6	-1	39	7	-23	4	5	nt	-1.0
CC1CC(C)CN(CCCNC(=O)COc2cc(=O)n(C)c3ccccc23)C1 (stereo not given)	4.0	-0.1	5.4	0	34	6	0	-2	1	7	-1.0
Oc1ccc(Br)cc1-c1nc2cnccn2c1NC1CCCC1	-0.9	7.2	1.7	3	-28	-21	-38	-4	-28	17	-3.0
N#CNC(=Nc1cccc(F)c1)SCc1cccc(F)c1	1.9	4.8	5.1	-2	-5	-8	-34	-8	-14	-19	-1.4
Cc1cc(C)n(CC(=O)c2cccc([N+](=O)[O-])c2)n1	0.0	-2.0	0.4	0	nt	-5	10	7	-4	-11	0.3
Cc1nc(SCC(=O)Nc2ccc3[nH]c(=O)[nH]c3c2)nc(C)c1C	1.2	-3.0	2.7	-7	nt	-17	16	-2	-8	1	0.2
CCCc1oc(C(=O)O)cc1CN	-1.1	-0.8	-2.3	-8	22	-2	5	-3	-21	-3	-4.2
COC(=O)c1ccc(OCC(O)CN2CCN(CC(O)COc3ccc(C(=O)OC)cc3)CC2)cc1 (stereo not given)	-1.3	1.1	0.8	6	-6	-12	-5	-8	15	-16	-4.3
O=C(COc1ccc(S(=O)(=O)N2CCCC2)cc1)Nc1ccc(F)cc1	-1.9	-2.4	2.7	-8	6	5	12	10	0	0	0.1
CN(Cc1cccs1)C(=O)c1cc(S(=O)(=O)N2CCOCC2)ccc1N1CCCC1	4.2	-2.8	0.7	-6	nt	-1	11	4	-19	12	-0.2
CCCN(Cc1nnc(-c2cccs2)o1)C(=O)c1cc(S(=O)(=O)N2CCOCC2)ccc1C	-0.9	1.5	1.7	3	15	10	-6	4	-2	48	0.5
CC(O/N=C/c1ccccc1OC(F)F)C(=O)Nc1cccc(S(=O)(=O)N2CCOCC2)c1 (stereo not given)	-0.9	-0.5	1.7	-1	-79	1	3	3	20	87	-0.9
Cc1cc(C)cc(NS(=O)(=O)c2cc(Br)cnc2N)c1	3.2	4.2	3.6	9	0	-16	-22	-7	-8	112	-0.5
Cc1ccccc1NC(=O)CCS(=O)(=O)c1ccc(Br)cc1	0.3	-3.5	1.3	2	-9	-4	16	2	15	-29	-0.5
COc1ccc(N2CCN(C(=O)C(=O)c3cn(CC(=O)N4CCCCCC4)c4ccccc34)CC2)cc1	-0.8	-0.7	0.5	14	-9	-3	4	-18	-12	1	-1.2
CC1CCCN(C(=S)SCC(=O)c2cc(Br)cc(Br)c2O)C1 (stereo not given)	3.4	-1.0	1.2	-8	nt	8	5	12	5	20	-0.7
Cc1cccc(C)c1Nc1nnc(SCC(=O)Nc2sccc2C#N)s1	-0.3	-1.0	1.5	9	3	8	5	0	-5	1	-1.4
O=C(O)/C=C/c1ccc(S(=O)(=O)N2CCN(CCN3C(=O)C4C5C=CC(C5)C4C3=O)CC2)cc1 (stereo not given)	-0.1	-3.2	-0.3	-15	7	-5	16	-9	-6	7	-1.3
Cc1ccc(C)c(NC(=O)CN(C)C(=O)c2cccc(S(=O)(=O)N(C)C)c2)c1	4.9	-4.8	3.4	?	6	-8	22	-2	1	-17	1.3

Not a hit list (roughly 2.2% active in at least one column).
